APEX1 inh = APE1 (human) endonuclease inhibition | P27695 | recombinant APE1, TAMRA/BHQ-2 abasic DNA cleavage fluorescence | Potency, µM (series often up to 65.8 µM), inactives show top-dose activity change, negative = inhibition, most hits filed as inhibitors | 350,000 tested, 0.35% active | AID 2517;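 note: potency is the fitted concentration of half-maximal effect; plate controls were vehicle for no effect and reference inhibitor for full effect; nearly all actives have a fitted effect of over 55% in size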
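Quantitative HTS: incision of a TAMRA/BHQ-2 double-stranded substrate bearing a tetrahydrofuran abasic site by 0.75 nM APE1 raises fluorescence. Substrate 50 nM final, added after 15 min compound preincubation at room temperature; progress as third-minus-first kinetic read difference.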
GRP78 ERSR act = induces the endoplasmic reticulum stress response in human glioma cells; 420,000 tested, 0.02% active; U87-MG GRP78 promoter luciferase reporter, 16 h; Potency, µM, for the others: at the highest dose activation, hits mostly activators; AID 602332; note: potency is the fitted concentration of half-maximal effect; series mostly up to about 76 µM; % of control where 0% means no effect; nearly all actives have a fitted effect of over 35% in size
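Stably transfected U87-MG glioma cells carrying a GRP78-based luciferase sensor; 16 h compound incubation. Luminescence end-point read 10 min after Bright-Glo addition at room temperature.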
Pol kappa inh = inhibitors of human DNA polymerase kappa. 400,000 tested, 0.53% active. Q9UBT6. Potency, µM (top dose mostly 107 µM), without a hit: top-dose activity, negative = inhibition, hits mostly inhibitors. purified Pol kappa, fluorescent DNA synthesis assay, 10 min; note: potency is the fitted concentration of half-maximal effect; % is set by controls: 0 for no effect and ±100 for the full control effect
Target sequence (Q9UBT6 whole entry, looked up): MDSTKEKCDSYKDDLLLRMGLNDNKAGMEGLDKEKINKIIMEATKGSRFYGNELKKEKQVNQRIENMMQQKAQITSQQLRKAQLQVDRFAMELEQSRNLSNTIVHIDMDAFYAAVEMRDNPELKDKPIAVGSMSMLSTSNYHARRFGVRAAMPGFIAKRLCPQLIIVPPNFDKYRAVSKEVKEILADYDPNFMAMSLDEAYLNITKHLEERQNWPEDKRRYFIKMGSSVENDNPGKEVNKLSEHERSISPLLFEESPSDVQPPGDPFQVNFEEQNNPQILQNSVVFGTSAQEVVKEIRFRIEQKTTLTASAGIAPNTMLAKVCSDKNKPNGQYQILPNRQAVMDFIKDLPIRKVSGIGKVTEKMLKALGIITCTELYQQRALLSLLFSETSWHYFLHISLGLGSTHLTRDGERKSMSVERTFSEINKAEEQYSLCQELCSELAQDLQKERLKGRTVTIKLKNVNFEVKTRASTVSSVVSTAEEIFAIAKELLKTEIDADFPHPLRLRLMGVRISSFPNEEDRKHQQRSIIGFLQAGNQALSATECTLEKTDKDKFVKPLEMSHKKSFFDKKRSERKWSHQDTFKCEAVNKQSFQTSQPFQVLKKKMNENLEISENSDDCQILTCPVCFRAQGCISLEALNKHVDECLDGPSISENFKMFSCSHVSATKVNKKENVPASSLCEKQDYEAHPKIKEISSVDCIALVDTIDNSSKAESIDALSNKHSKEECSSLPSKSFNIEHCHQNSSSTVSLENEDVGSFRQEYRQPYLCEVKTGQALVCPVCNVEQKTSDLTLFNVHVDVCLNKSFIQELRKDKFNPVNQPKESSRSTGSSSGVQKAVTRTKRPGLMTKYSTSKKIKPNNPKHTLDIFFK
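Enzyme at 10 nM met test compounds for 15 min at room temperature. Substrate addition (50 nM final) began the reaction, which was monitored by fluorescence at 0 and 10 min.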
LDHA block = blocks human lactate dehydrogenase A; P00338; purified LDHA, NADH/diaphorase-resazurin fluorescence; active compounds read low; activity change, % (values are at about 110 or 230 µM); 480,000 tested, 0.15% active; AID 1347041; in the data active = activity change below about -30%; inconclusive = mostly about -25% to -30%;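 note: plate controls were DMSO wells for no effect and wells without enzyme for full effect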
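Resorufin fluorescence (ex540/em590), read at 0 and 20 min after diaphorase/resazurin addition, reports the NADH left after a 5 min room-temperature reaction of 2 nM human LDH5 with 0.06 mM NADH and 0.2 mM pyruvate.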
BLM helicase inh = inhibitors of human Bloom syndrome helicase BLM; P54132; Potency, µM (titrated, usually from 56.1 µM), for inactives: at the top dose activity change, negative = inhibition, actives largely listed as inhibitors; recombinant BLM DNA unwinding, fluorescence dequenching; 350,000 tested, 0.2% active;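 note: potency is the fitted concentration of half-maximal effect; plate controls were vehicle for no effect and no enzyme for full effect; nearly all actives have a fitted effect of over 35% in size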
POLH inh = inhibitors of human DNA polymerase eta; AID 588591; 390,000 tested, 1.2% active; Q9Y253; Potency, µM (doses to about 114 µM), for the others: top-dose activity change, negative = inhibition, usual class: inhibitors; recombinant Pol eta, fluorescent DNA replication assay; note: potency is the fitted concentration of half-maximal effect; % is set by controls: 0 for no effect and ±100 for the full control effect
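Pol eta at 10 nM preincubated with compounds 15 min at room temperature; reaction started with fluorescent substrate (50 nM final) and read kinetically at 0 and 10 min.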
Apoferritin bind = binds horse apoferritin like a general anesthetic; 350,000 tested, 0.074% active; Potency, µM (top dose mostly 77.5 µM), without a hit: at the top dose activity change, negative = displacement, most hits filed as inhibitors; P02791; apoferritin/1-aminoanthracene competitive binding, fluorescence; note: potency is the fitted concentration of half-maximal effect; % is set by controls: 0 for no effect and ±100 for the full control effect; nearly all actives have a fitted effect of over 20% in size
Target sequence (P02791 2-175 limits assumed): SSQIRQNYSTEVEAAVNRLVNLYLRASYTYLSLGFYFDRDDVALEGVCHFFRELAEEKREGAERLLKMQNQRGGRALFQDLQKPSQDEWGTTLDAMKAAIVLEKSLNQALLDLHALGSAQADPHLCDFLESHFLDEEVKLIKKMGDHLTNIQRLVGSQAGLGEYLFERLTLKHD
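Concentration-response curves derived by four-parameter Hill fitting of normalized fluorescence, where compounds displaced 1-AMA from 10 uM horse apoferritin following a brief 10 min room-temperature incubation; propofol titration acted as positive control.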
POLI inh = inhibitors of human DNA polymerase iota. Q9UNA4. Pol iota fluorescent replication assay, 10 min. Potency, µM (top dose mostly 115 µM), for the others: at the top dose activity, negative = inhibition, most hits filed as inhibitors. 390,000 tested, 1% active. AID 588590; note: potency is the fitted concentration of half-maximal effect
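Fluorescent replication assay read twice, at 0 min and 10 min after adding 50 nM (final) substrate. Enzyme (10 nM) and compounds were first incubated 15 min at room temperature; enzyme-free buffer wells were negative controls.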
POLB inh = blocks human DNA polymerase beta activity; P06746; Pol beta primer extension/strand displacement, fluorescence kinetic; Potency, µM (series often up to 114 µM), without a hit: at the highest dose activity change, negative = inhibition, actives largely listed as inhibitors; 340,000 tested, 1.3% active; AID 485314; note: potency is the fitted concentration of half-maximal effect; % is set by controls: 0 for no effect and ±100 for the full control effect
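Pol beta (10 nM) and compounds were preincubated 15 min at room temperature, then 50 nM substrate (final) started primer extension/strand displacement. Reads were taken at 0 and 10 min; concentration-response data were fitted to a four-parameter Hill equation.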
Active calls of the source: *; ? = inconclusive; nt = no result given; & = joins results of further samples; [ ] = remark or other dose. Unless noted, calls come from the whole dose curve; as a rule, active = well fitted curve in the direction sought with a large enough effect; inconclusive = small, poorly fitted or top-dose-only effect, or another doubt; inactive = no such curve, though single readings can be large; an effect the other way counts as inactive or inconclusive. The list is partial (hit frequency here may not be typical).

SMILES	POLB inh	Apoferritin bind	APEX1 inh	POLH inh	GRP78 ERSR act	BLM helicase inh	POLI inh	LDHA block	Pol kappa inh
Clc1ccc(-c2nnc3c4ccccc4nc(N4CCOCC4)n23)cc1Cl	16%	?	-1%	-9%	-2%	-2%	5%	0	-13%
O=C(COC(=O)c1ccc(Cl)nc1)NC1CCCc2ccccc21 (stereo unspecified)	nt	nt	2%	-10%	-5%	nt	82%[activator]	-1	-16%
CCCCn1c(N)c(N(Cc2ccccc2OC)C(=O)C2=COCCO2)c(=O)[nH]c1=O	nt	nt	2%	-2%	0%	nt	-4%	-6	0%
Cc1nnc(NC(=O)NCN2C(=O)C3C4C=CC(C4)C3C2=O)s1 (stereo unspecified)	42%	-5%	0%	-11%	-4%	-3%	-2%	-6	-2%
Nc1cc(=O)[nH]c(SCC(=O)Nc2cc(Cl)cc(Cl)c2)n1	3%	-13%	-1%	-3%	4%	1%	10%	-7	-5%
Cc1ccc(Sc2ccc(N3CCCC(C(=O)Nc4ccc(Br)cc4)C3)nn2)cc1 (stereo unspecified)	4%	-16%	nt	-15%	-4%	-8%	31%[activator]	-6	-21%
COc1ccc(C(=O)N2CCC3(CCN(C(=O)Nc4ccccc4)CC3)CC2)cc1	nt	nt	3%	nt	-3%	-6%	nt	nt	11%[60.1 µM]
Cc1ccc2nc(Cl)c3cc(C(=O)NC4CCCCCC4)sc3c2c1	2%	43%[activator]	nt	-5%	-1%	-6%	31%[activator]	-2	-12%
O=C(N/N=C1\SCC(=O)N1CCc1ccccc1)c1cccs1	2%	-7%	1%	4%	-2%	-3%	16%	-5	-13%
CSc1nc2sc3c(c2c(=O)n1C)CCC3	0%	-8%	6%	-8%	2%	0%	33%[activator]	2	10%
CCC(=O)c1cn(CC(=O)Nc2ccc(C)cc2C)c2ccccc12	10%	-9%	10%	-12%	-2%	-1%	24%	-6	2%
Cc1ccc(-n2c(CNc3ccc(F)cc3)nnc2SCC(=O)NCc2ccco2)cc1	-25%	-22%	-3%	8%	5%	-11%	17%	-2	-3%
O=[N+]([O-])c1ccc(CS(=O)(=O)c2ccc(Cl)cc2)cc1	0%	-7%	20%	1%	-7%	-6%	-7%	-11	-7%
COc1ccc(CNC(=O)Cn2c(-c3ccccc3)cc(C(C)=O)c2C)cc1OC	22%	-17%	nt	-2%	2%	-2%	8%	-17	3%
NC(=O)c1ccc(NC(=O)CCN2C(=O)c3ccccc3C2=O)cc1	-3%	-6%	24%	-1%	-3%	-2%	113%[activator]	-5	-14%
CCOc1ccc(CN2CCN(C(=O)c3cccc4ccccc34)CC2)cc1	0%	5%	3%	-4%	-3%	1%	-7%	-20	1%
COCCCNC(=O)c1ccc(-c2nc(CS(=O)(=O)c3ccc(C)cc3)c(C)o2)cc1	19%	-11%	nt	-7%	-4%	-2%	29%	-1&-13	6%
Cc1ccc(C#CC2C=CC(Oc3ccc4c(c3)OCO4)C(CO)O2)c(C)c1 (stereo unspecified)	nt	-7%[15.3 µM]	10%[12.4 µM]	nt	-4%	2%[12.4 µM]	nt	nt	nt
CCN1CCN(CCNC(=O)c2ccc(/C=C3/Sc4ccccc4N(Cc4cccc(C)c4)C3=O)cc2)CC1	1%	-20%	?	-10%	-6%	11%	-11%	-2	-7%
COc1cccc(CN2CCN(C(c3ccccc3)c3ccccc3)CC2)c1O	20%	2%	-12%	-18%	-4%	-9%	12%	1	-1%
COC(=O)CNC(=O)C1CCCN1C(=O)CNC(=O)OC(C)(C)C (stereo unspecified)	-2%	-7%	-3%	-12%	7%	-1%	10%	2	0%
COc1ccc2c(c1)c1c(c(=O)n(-c3ccc(C)cc3)c(=O)n1CC(=O)NCc1ccc(C)cc1)n2C	11%	12%	nt	-12%	3%	-1%	44%[activator]	-6	6%
Cc1cccc(N2CCN(S(=O)(=O)c3cccc4nonc34)CC2)c1C	-18%	3%	-4%	-25%	-4%	-11%	23%	-1	-15%
CCOC(=O)c1cnn(CCOC(=O)c2ccc(F)cc2)c1NC(=O)c1ccc(F)cc1	33%	-9%	5%	0%	-5%	-4%	136%[activator]	-4	-12%
O=C(NC12CC3CC(CC(C3)C1)C2)c1ccc(Br)o1	7%	?	8%	-12%	1%	-4%	83%[activator]	3	1%
COc1ccccc1CNC(=O)C1CCN(C2=NS(=O)(=O)C(c3ccc(C)c(C)c3)=C2C)CC1	?	?	nt	-3%	-5%	1%	89µM*	-6	-2%[60.1 µM]
O=C1CC(N2CCN(c3ccc(O)cc3)CC2)C(=O)N1Cc1cccs1 (stereo unspecified)	0%	-11%	-3%	-12%	-2%	-3%	1%	24	-18%
O=C(NC1CCCCCC1)C1CCN(C(=O)N2CCOc3ccc(Cl)cc32)CC1	-21%	-24%	nt	-8%	-2%	-12%	0%	-7	-14%
COc1ccc(N2CCN(C(c3ccccc3OC)c3nnnn3Cc3ccco3)CC2)cc1 (stereo unspecified)	16%	-6%	-6%	-3%	-8%	-8%	-15%	0	-7%
Cc1ccsc1-c1nc(CSCC(=O)NCCN2CCCC2)c(C)o1	24%	-11%	-1%	4%	1%	2%	8%	0	-5%

POLI inh, hit marks shown above
| smiles | POLB inh | APEX1 inh | POLH inh | GRP78 ERSR act | BLM helicase inh | POLI inh | LDHA block | Pol kappa inh |
| --- | --- | --- | --- | --- | --- | --- | --- | --- |
| COc1ccccc1CNC(=O)C1CCN(C2=NS(=O)(=O)C(c3ccc(C)c(C)c3)=C2C)CC1 | ? | nt | -3% | -5% | 1% | 89µM* | -6 | -2%[60.1 µM] |

(continued)
SMILES	POLB inh	Apoferritin bind	APEX1 inh	POLH inh	GRP78 ERSR act	BLM helicase inh	POLI inh	LDHA block	Pol kappa inh
CSc1nc2ccccc2c(=O)n1C1CCCCC1	20%	1%	43%	-11%	1%	-9%	1%	1	-13%
CC(C)NC(=O)C1CCCN(S(=O)(=O)c2cccs2)C1 (stereo unspecified)	71%	-4%	-6%	?	-4%	3%	12%	-10	-1%
CCOc1ccc(C(=O)c2cnc3ccccc3c2N2CCN(CC)CC2)cc1	-25%	-2%	-9%	-24%	-6%	7%	-14%	-7	0%
N#Cc1ccccc1NC(=O)COc1ccc2c(c1)OCO2	15%	-12%	-1%	-9%	-1%	-10%	6%	0	4%
CC1CCN(S(=O)(=O)c2ccc(NC(=O)Cn3nnc(-c4ccccc4)n3)cc2)CC1	40µM*	-2%	-3%	-11%	-3%	-12%	?	-1	-1%
Cn1cccc1Cc1nnc(SCC(N)=O)n1-c1ccc(F)cc1	29%	-9%	-3%	-4%	-4%	-1%	65%[activator]	-11	-6%
Cc1ccc(C(=O)Cn2c(C(=O)OCCO)cc3ccccc32)cc1	3%	-13%	-13%	-21%	-6%	-3%	45%[activator]	-1	-1%
CCc1ccccc1N/C(=N\S(=O)(=O)c1ccccc1)C(F)(F)F	25%	-13%	-4%	-9%	-5%	1%	9%	0	3%
Cc1ccc(NC(=O)CS(=O)CC(=O)Nc2ccc3c(c2)OCO3)cc1Cl (stereo unspecified)	50µM*	?	-9%	?	-4%	-7%	?	-15	-29%
CN1CCN(S(=O)(=O)c2ccc(Sc3nc4ccccc4[nH]3)c3nsnc23)CC1	1%	-1%	-2%	-21%	-2%	0%	0%	-3	-12%
Cc1ccc(NC(=O)c2cccs2)cc1NC(=O)c1cccc(F)c1	-2%	?	19%	-12%	4%	-3%	61%[activator]	-3	-5%
C=CCn1c(COc2ccc(CC)cc2)nnc1SCC(=O)N(C)C1CCS(=O)(=O)C1 (stereo unspecified)	2%	-15%	1%	-4%	-4%	-1%	7%	-4	1%
CN(C)CCN1C(=O)C2C3C=CC(C3)C2C1=O (stereo unspecified)	0%	0%	10%	-14%	-1%	-7%	196%[activator]	-5	-12%
Cc1[nH]c2ccccc2c1C(=O)CSc1nc2ncc(Cl)cc2[nH]1	29%	-1%	13%	0%	3%	-5%	25%	-17	-3%
C[C@@H]1CCC[C@@]2(O[C@@H](CCO)C[C@@H](O)[C@@H]2O)O1	nt	nt	nt	-2%	3%	nt	-12%	-8	-5%
CCOC(=O)C1C(=O)C=C(c2cccc(NS(C)(=O)=O)c2)CC1c1ccco1 (stereo unspecified)	-28%	-11%	-5%	-9%	4%	-2%	?	1	-10%
COc1ccc(CNC(=O)CCS(=O)(=O)c2ccc3c(c2)CC(C)N3C(=O)C2CC2)cc1 (stereo unspecified)	4%&2%	-6%&-16%	-15%	-5%&1%	10%&-3%	0%&-1%	-13%&14%	-5&-2	3%&1%
CC(=O)Oc1ccc(C(c2ccc(OC(C)=O)cc2)c2ccccn2)cc1	16%	-9%	-4%	-24%	1%&-6%&-4%&-3%	-7%	11%	-5	-21%
OC[C@H]1O[C@@H]2O[C@H]3[C@H](O)[C@@H](O)[C@@H](O[C@H]4[C@H](O)[C@@H](O)[C@@H](O[C@H]5[C@H](O)[C@@H](O)[C@@H](O[C@H]6[C@H](O)[C@@H](O)[C@@H](O[C@H]7[C@H](O)[C@@H](O)[C@@H](O[C@H]1[C@H](O)[C@H]2O)O[C@@H]7CO)O[C@@H]6CO)O[C@@H]5CO)O[C@@H]4CO)O[C@@H]3CO	0%	-4%	-14%&1%	-7%	-3%&-2%	-2%&4%	-15%	-9	-6%
COc1ccc(CNC(=O)CNS(=O)(=O)c2ccc(Cl)cc2)cc1	31%	-3%	20%	-4%	-3%	-7%	144%[activator]	-5	-11%

Compound activity from PubChem.
